Screens: PubChem, National Center for Advancing Translational Sciences (NCATS)
GLP-1R agonist: agonists of human GLP-1 receptor; P43220; HEK293 GLP-1R CRE-luciferase, luminescence, 4-6 h; cells express a hypersensitive GLP-1R form; Potency, µM (doses to about 45.6 µM), for inactives: at the top dose activation, hits mostly activators; hit rate 0.007% among 380,000; AID 624172; also: potency is read from the fitted curve at half-maximal effect; % of control where 0% means no effect
Target sequence (P43220 whole entry, looked up): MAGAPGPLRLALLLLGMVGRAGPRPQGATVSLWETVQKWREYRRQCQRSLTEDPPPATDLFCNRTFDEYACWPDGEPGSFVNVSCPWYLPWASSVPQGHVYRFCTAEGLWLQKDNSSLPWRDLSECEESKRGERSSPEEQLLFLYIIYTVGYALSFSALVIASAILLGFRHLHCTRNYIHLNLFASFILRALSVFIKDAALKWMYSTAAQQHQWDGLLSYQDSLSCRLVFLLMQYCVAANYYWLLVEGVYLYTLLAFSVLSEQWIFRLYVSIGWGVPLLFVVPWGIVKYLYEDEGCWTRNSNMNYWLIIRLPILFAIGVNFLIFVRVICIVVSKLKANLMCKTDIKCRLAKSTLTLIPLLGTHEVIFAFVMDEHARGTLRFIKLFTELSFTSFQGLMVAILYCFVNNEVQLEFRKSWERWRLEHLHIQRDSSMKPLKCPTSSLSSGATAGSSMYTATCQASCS
HEK293 tox: cytotoxicity counter-screen for GLP-1 receptor inverse agonists | HEK293 cAMP-luciferase reporter cells, luminescence, 24 h | Potency, µM (doses to about 38.3 µM), for inactives: at the top dose activity change, negative = inhibition, most hits filed as inhibitors | hit rate 0.13% among 410,000 | AID 624418;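 also: loss of luciferase light is scored as toxicity; potency is read from the fitted curve at half-maximal effect; % is scaled to controls: 0 for no effect and ±100 for the full control effect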
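Here, cytotoxicity is scored as loss of luminescence. The MLSMR collection was tested on cells seeded in medium containing 10% Nu serum, with a 24 hr compound exposure preceded by 12 hours of culture.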
PLK1 PBD inh: inhibitors of human PLK1 polo-box domain binding | AID 720504 | Plk1 PBD binding of FITC phosphopeptide, fluorescence polarization | Potency, µM, without a hit: max response, negative = inhibition, usual class: inhibitors | hit rate 2.8% among 360,000 | P53350; also: potency is read from the fitted curve at half-maximal effect; series mostly up to about 57 µM; % is scaled to controls: 0 for no effect and ±100 for the full control effect; nearly all actives have a fitted effect of over 65% in size
DRD3 antagonist: blocks the human D3 dopamine receptor; P35462; D3R cells, DiscoveRx beta-arrestin luminescence, antagonist mode; hits give low values; max response, negative = inhibition, %; hit rate 2.5% among 360,000; AID 652054; in the data active = max response below about -50%; inconclusive = no clear call, values can overlap the other calls; also: % is scaled to controls: 0 for no effect and ±100 for the full control effect; mostly tested at two doses, the higher about 12 µM
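Cells expressing the human receptor were seeded at 1500 cells/well, incubated overnight at 37 degrees C in 5% CO2, then exposed to library compounds with dopamine controls for 90 minutes at 37 degrees C before luminescent detection.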
WRN inhibitor: inhibitors of human WRN helicase | hit rate 0.46% among 360,000 | Q14191 | Potency, µM (highest dose often 114 µM), for the others: at the top dose activity change, negative = inhibition, actives largely listed as inhibitors | WRN helicase unwinding, fluorescent forked duplex, kinetic | AID 651768; also: potency is read from the fitted curve at half-maximal effect; % is scaled to controls: 0 for no effect and ±100 for the full control effect; nearly all actives have a fitted effect of over 55% in size
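Screening of the MLSMR collection measured strand separation of a quenched forked DNA duplex (100 nM) by 20 nM WRN with 2 mM ATP, all final. Compounds were preincubated with enzyme 15 min at room temperature.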
PI5P4K alpha inh: inhibitors of human PI5P4K alpha; P48426; PI5P4Kalpha enzyme, ADP-Glo luminescence, 60 min; hits give low values; max response, %; hit rate 1.2% among 330,000; active = max response of -50% or lower; inconclusive = between -30% and -50%; inactive = -30% or higher; also: value at the top dose of about 77 µM; % is scaled to controls: 0 for no effect and ±100 for the full control effect
Target sequence (P48426 whole entry, looked up): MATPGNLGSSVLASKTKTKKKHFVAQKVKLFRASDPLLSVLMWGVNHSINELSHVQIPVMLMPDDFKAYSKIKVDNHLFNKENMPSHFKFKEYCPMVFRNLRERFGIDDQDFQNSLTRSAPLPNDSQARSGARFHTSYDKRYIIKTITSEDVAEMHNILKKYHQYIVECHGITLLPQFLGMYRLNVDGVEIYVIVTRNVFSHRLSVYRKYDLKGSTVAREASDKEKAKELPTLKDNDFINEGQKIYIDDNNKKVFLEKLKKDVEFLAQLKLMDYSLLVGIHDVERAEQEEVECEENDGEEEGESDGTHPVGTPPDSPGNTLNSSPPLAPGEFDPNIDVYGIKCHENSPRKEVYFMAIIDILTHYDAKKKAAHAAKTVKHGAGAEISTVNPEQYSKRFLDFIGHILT
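Human PI5P4Kalpha with substrate in 0.038 M HEPES pH 7.4, 0.28 mM EGTA, 0.1% CHAPS, 5% DMSO; reaction started with 5 microM ATP (final), 60 min at room temperature. ADP formed read by ADP-Glo luminescence.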
IL-2 act: activates IL-2 in a cell-based reporter assay; IL-2 activation reporter assay, cell-based qHTS; stimulated with anti-CD3/CD4/CD28 beads; in transgenic mouse T cells; activation, % (series mostly up to about 46 µM); hit rate 0.065% among 360,000; AID 652025; in the data active = activation above about 50%; inconclusive = mostly about 30% to 49%; also: 0% is about no effect
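Unstimulated transgenic mouse T cells, 750 per well, received compound and, after 60 minutes, anti-CD3/anti-CD4 bead plus anti-CD28 stimulation. EGFP and DsRed were quantified after 18 hours.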
GLP1R inv ag: inverse agonists of human GLP-1 receptor. AID 624417. HEK293 GLP-1R CRE-luciferase, luminescence, 24 h; GLP-1R form is constitutively active. P43220. hit rate 1.6% among 410,000. Potency, µM (highest dose often 38.3 µM), without a hit: at the highest dose activity change, negative = inhibition, actives largely listed as inhibitors; also: potency is read from the fitted curve at half-maximal effect; % is scaled to controls: 0 for no effect and ±100 for the full control effect; nearly all actives have a fitted effect of over 55% in size
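Constitutively active GLP-1R drives a cAMP-responsive luciferase in stably transfected HEK293 cells; test compounds are added after overnight (12 h) attachment and left 24 hr, and signal loss in luminescence marks inhibition.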
DRD3 agonist: agonists of human D3 dopamine receptor; hit rate 0.58% among 410,000; AID 652048; D3R DiscoveRx beta-arrestin cells, luminescence, 90 min; max activation, %; P35462; in the data active = max activation above about 30%; also: 0% is about no effect; mostly tested at two doses, the higher about 12 µM
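Agonist mode: compounds and dopamine controls were applied to plated cells for 90 min at 37 degrees C after an overnight attachment at 1500 cells/well. Luminescent read-out followed 30 - 60 minutes at room temperature with DiscoveRx detection reagent.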
Numbers without * were called inactive; ? = inconclusive; · = not tested or not shown; [ ] = another dose, or the depositor's remark. Unless noted, calls follow the shape of the dose curve; as a rule, active = well fitted curve in the direction sought with a large enough effect; inconclusive = small, poorly fitted or top-dose-only effect, or another doubt; inactive = no such curve, though single readings can be large; an effect the other way counts as inactive or inconclusive.

SMILES	GLP-1R agonist	HEK293 tox	PLK1 PBD inh	DRD3 antagonist	WRN inhibitor	PI5P4K alpha inh	IL-2 act	GLP1R inv ag	DRD3 agonist
COc1cc(C(=O)Nn2c(O)c(C3=c4ccccc4=NC3=O)sc2=S)ccc1O	-4%	4%	-6%	-19	-6%	?	0.2	-1%	-8
Cc1cnc(NC(=O)C2CCCC2)s1	-5%	-3%	0%	2	-3%	6	0.0	?	3
N#CC(C#N)=Cc1cccn1-c1ccc(S(N)(=O)=O)cc1	5%	-5%	-26%	-22	-2%	-20	-5.3	6%	-15
FC(F)(F)c1cccc(-c2cc3nc(NCCCn4ccnc4)ccn3n2)c1	9%	1%	-13%	14	-6%	13	0.2	?	0
O=C1c2ccccc2C(=O)N1CSc1nnc2c3ccccc3n(CCc3ccccc3)c2n1	-6%	3%	-10%	27	-27%[57.1 µM]	6	4.7	9%	1
O=C(CCNS(=O)(=O)c1ccccc1C(F)(F)F)N1CCN(C(c2ccccc2)c2ccccc2)CC1	-4%	9%	-6%	10	-11%	0	-0.8	?	4
CNC(=S)N/N=C(\C)c1cccc([N+](=O)[O-])c1	11%	?	-16%	-21	0%	-5	-4.8	?	-25
COCC(=O)Nc1ccc(N(C)C)cc1	-7%	-9%	-4%	1	7%	2	-2.2	0%	-6
O=C(CNC(=S)N(Cc1ccccc1F)C1CCCCC1)NC1CC1	0%	7%	-3%	13	-2%	·	0.4	-8%	19
CCOCCCNC(=O)c1ccc(/C=C2\Oc3ccccc3N(C)C2=O)cc1	-1%	2%	2%	38	3%[57.1 µM]	5	-2.8	65%[activator]	-1
Cc1ccc(OCCC(=O)Nc2c(C)n(C)n(-c3ccccc3)c2=O)cc1	-12%	-1%	-1%	-5	2%	-5	-0.3	3%	2
CCc1c(O)nc(SC2CC(=O)N(c3ccc(F)c(Cl)c3)C2=O)[nH]c1=O (stereo unspecified)	-3%	-11%	-6%	-19	1%	7	-1.2	-12%	0
NS(=O)(=O)c1ccc(NC(=O)c2ccc3c(c2)OCO3)cc1	3%	1%	-3%	?	-1%	9	-3.5	16%	-3
COc1ccc(/C(C)=N/NC(=O)c2ccncc2)cc1[N+](=O)[O-]	0%	4%	-1%	7	-4%	-6	2.5	23%	4
Cc1nc(C(=O)Nc2cccc(Cl)c2)nn1-c1cc(OC(C)C)c(Cl)cc1Cl	-14%	-22%	4%	?	-21%	·	-1.6	?	0
Cn1cnnc1SCC(=O)Nc1ccccc1C(=O)NC1CC1	2%	5%	2%	1	-2%	-1	-1.4	0%	2
Cc1ccc(NC(=O)CO/N=C/c2ccc(N(C)C)cc2)cc1	9%	19%	19%	-23	-11%	3	9.5	-21%	4
Cc1ccc(C23CC4CC(CC(C(=O)N5CCN(C)CC5)(C4)C2)C3)cc1	9%	12%	0%	-55*	-3%	8	0.2	8.9µM*	-20
O=C(CN1C(=O)C2C3C=CC(C3)C2C1=O)N1CCc2ccccc2C1 (stereo unspecified)	-3%	-9%	-1%	3	4%	-2	0.3	1%	8
CCN(CC)c1ccc(C=C2C(=O)OC3(CCCC3)OC2=O)cc1	-7%	3%	?	3	50µM*	-7	-3.7	7%	0
CC(=O)N(C(C)=O)N1C(=O)c2cccc3c(N4CCOCC4)ccc(c23)C1=O	-8%	9%	-6%	-5	-5%	-2	-0.5	8%	-1
COc1cc2c(cc1OC)CN(c1nc(-c3cccnc3)nc3ccccc13)CC2	19%	?	4%	9	-14%	2	-0.3	-15%	5
O=C(Nc1cccc(-c2cn3ccccc3n2)c1)c1cnccn1	0%	-8%	?	-21	6%	1	-0.6	48%[activator]	-1
Cc1ccccc1C(=O)Nc1ccccn1	0%	4%	-15%	-8	-1%	-3	1.5	1%	-6
COCCOC(=O)c1c(NC(=O)CN2CCc3ccccc32)sc(C(N)=O)c1C	10%	-12%	3%	3	-10%	-29	-2.4	4%	2
SMILES	GLP-1R agonist	HEK293 tox	PLK1 PBD inh	DRD3 antagonist	WRN inhibitor	PI5P4K alpha inh	IL-2 act	GLP1R inv ag	DRD3 agonist
Cc1nn(-c2ccccc2)c(N2CCCC2)c1/C=N/Nc1ccc(S(N)(=O)=O)cc1[N+](=O)[O-]	14%	-18%	11%	?	-8%	-25	0.7	-6%	-10
CCC(Sc1nc2ncccc2[nH]1)C(=O)NC1CCCC1 (stereo unspecified)	-4%	3%	3%	6	3%	-1	2.3	17%	2
CC(C)NC(=O)CCNS(=O)(=O)c1ccc(Br)cc1	4%	1%	1%	-14	-10%	·	1.0	-13%	5
O=C(NCCCN1CCOCC1)c1sc2cc(F)ccc2c1Cl	8%	6%	-4%	-5	-5%	0	-2.1	1%	1
CNc1c(NS(=O)(=O)c2cc(NC(C)=O)ccc2C)c(=O)oc2ccccc12	5%	7%	-21%	-11	7%	2	-0.5	0%	0
O=C(O)CN(c1ccc(F)cc1)S(=O)(=O)c1ccc2c(c1)OCCO2	-2%	5%	-6%	-11	-1%	·	-1.1	0%	3
O=C(CCCc1ccccc1)N=C1SC2CS(=O)(=O)CC2N1c1ccccc1 (stereo unspecified)	-1%	6%	-1%	2	-1%	3	1.1	8%	-5
Cc1cccc(C)c1NC(=O)CSc1nnc(Cn2nnc(-c3ccccc3)n2)n1-c1ccccc1	-6%	-8%	2%	-13	3%	·	-2.3	0%	0
O=C(NCc1nc2ccccc2[nH]1)C1=C[C@H](C2CC2)C[C@H](OCCCCO)O1	21%	0%	-5%	-3	5%	-14	-0.1	30%	5
O=C(Nc1ccn(CCCNCc2ccccn2)c(=O)n1)OCc1ccccc1	-3%	-6%	-6%	-11	-3%	7	0.4	-7%	-11
CCCN(C(=O)COC(=O)CSc1ccc(C(N)=O)cc1[N+](=O)[O-])C1CCS(=O)(=O)C1 (stereo unspecified)	0%	0%	-15%	-18	13%	1	-3.9	-7%	-15
Cc1ccc(CSc2nc3c(c(N(C)C)n2)CCCC3)cc1	5%	-10%	2%	?	-8%	17	-0.4	11µM*	1
COc1cc(-c2cc(C(=O)O)c3c(OC)c(OC)c(OC)cc3n2)ccc1O	5%	-23%	-6%	14	-24%	-3	0.5	-3%	-3
O=C(COC(=O)CNC(=O)c1ccc(Cl)cc1)Nc1ncc(C(F)(F)F)cc1Cl	0%	-3%	-17%	24	-12%	-9	-2.6	8%	-9
NC(=O)CSc1nnc(-c2ccc(S(=O)(=O)N3CCCCC3)cc2)n1-c1ccccc1	-2%	-6%	-5%	14	-9%	·	-0.5	0%	1
CCc1noc(C)c1C(=O)NCCc1c[nH]c2ccccc12	0%	-3%	-1%	3	-5%	-7	1.0	5%	3
O=C(O)CCCC(=O)Nc1cccc(C(=O)Nc2ccccc2C(=O)O)c1	1%	-5%	?	11	-14%	-16	-0.2	5%	2
O=C(NC1CCCc2ccccc21)c1cncc(Br)c1 (stereo unspecified)	-28%	-8%	1%	0	-10%	5	-1.7	-11%	4
COc1cccc(-c2ncc3ccccc3c2CO)c1	19%	7%	-2%	-10	3%	2	-0.3	12%	1
O=C(Cn1c(=O)c2cccn2c2cccnc21)N1CCN(c2ccc(Cl)cc2)CC1	0%	-5%	-10%	-1	-3%	-27	-0.2	?	-3
Cc1cc(C)c2c(N)c(C(=O)Nc3ccc(F)cc3)sc2n1	5%	68%[activator]	-16%	-8	7%	-6	-1.9	17%	-10
COc1ccc(CNC(=O)Nc2cn(CC(C)C)c(=O)c3ccccc23)cc1	5%	-2%	·	·	·	·	·	-1%	5
CCc1c(C)sc(NC(=O)C2CCCO2)c1C#N (stereo unspecified)	5%	4%	24µM*	23	-5%	-17	-0.6	29%	5
Clc1ccc(OCc2cc(-c3ccccc3)no2)c(Cl)c1	-24%	4%	-6%	8	3%	0	0.7	?	-1
CC(O)(c1cccc(F)c1)c1nc(-c2ccccc2)cs1 (stereo unspecified)	12%	8%	-6%	-89*	-8%	4	1.3	?	-12

One compound at a time, as listed above. Values in the order: GLP-1R agonist, HEK293 tox, PLK1 PBD inh, DRD3 antagonist, WRN inhibitor, PI5P4K alpha inh, IL-2 act, GLP1R inv ag, DRD3 agonist
`CC(O)(c1cccc(F)c1)c1nc(-c2ccccc2)cs1` (stereo unspecified) across the screens: 12%, 8%, -6%, -89*, -8%, 4, 1.3, ?, -12
`O=C(Nc1ccn(CCCNCc2ccccn2)c(=O)n1)OCc1ccccc1` across the screens: -3%, -6%, -6%, -11, -3%, 7, 0.4, -7%, -11
`CCc1noc(C)c1C(=O)NCCc1c[nH]c2ccccc12` across the screens: 0%, -3%, -1%, 3, -5%, -7, 1.0, 5%, 3

Next part:
SMILES	GLP-1R agonist	HEK293 tox	PLK1 PBD inh	DRD3 antagonist	WRN inhibitor	PI5P4K alpha inh	IL-2 act	GLP1R inv ag	DRD3 agonist
COc1ccc(CN2CC(C(=O)NCCC3=CCCCC3)CC2=O)cc1 (stereo unspecified)	-1%	-19%	2%	8	-1%	·	-2.7	-16%	-8
COc1ccc(C2(CNC(=O)c3ccc(N)cc3)CCCC2)cc1	0%	8%	5%	10	-8%	-4	3.4	-1%	-1
CCN(CC)C(=O)c1sc(N)c(C#N)c1C	1%	2%	24µM*	0	-11%	1	-0.7	7%	-2
COc1cc(OC)cc(C(=O)NC(C(=O)N2CCc3ccccc3C2)C(C)C)c1 (stereo unspecified)	16%	-24%	1%	10	4%	3	-3.4	?	-18
CC(=O)Nc1cccc(C(=O)OCC(=O)c2ccc(S(=O)(=O)N3CCCCC3)cc2)c1	-6%	0%	-30%	5	5%	-21	-0.8	10%	-5
Cc1nn(CC(=O)NC2CCCCC2)c(=O)c2cccn12	-1%	-2%	-4%	25	-4%	-2	-0.8	14%	0
C=CCn1c(C)cc(C(=O)CSc2nnc(-c3cccc(S(=O)(=O)N(CC)CC)c3)o2)c1C	5%	-11%	1%	-3	1%	-8	-1.4	?	-2
CC(=O)Nc1cccc(-c2ccnc3c2CC(C)(C(=O)NCCc2ccccc2)O3)c1 (stereo unspecified)	-6%	-38%	-1%	-17	11%[57.1 µM]	-3	-0.7	?	-10
O=C(NCCCNc1ccc(C(F)(F)F)cc1[N+](=O)[O-])c1ccc(Cl)cc1	-13%	-18%	-6%	-20	-8%	·	0.9	?	-32
